IMPase Li cell: IMPase inhibition in cells with lithium potentiation; AID 1457; actives 0.35% (n = 210,000); Potency, µM (highest dose often 59.4 µM), for inactives: at the top dose activity, negative = IMPase inhibition, most hits filed as inhibitors; CHO-M1 cells, IP1 TR-FRET (IP-One), carbachol + lithium;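 note: IP1 builds up when IMPase is blocked and the TR-FRET signal falls; plate controls were basal vehicle for no effect and high inhibitor control for full effect; nearly all actives have a fitted effect of over 50% in size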
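IP1 accumulation measured by competitive TR-FRET in lysed CHO-M1 cells after 30 min compound exposure at 37C, with a small lithium addition to potentiate weak responses. Hill-equation AC50 from ratio and donor-channel data.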
HTT cytoprotect: protects HTT-Q103 PC12 cells, measured by ATP. PC12 HTT-Q103 induced, cytoprotection, ATP luminescence, 40 h. Potency, µM (titrated, usually from 56.4 µM), for inactives: cytoprotection (ATP increase), usual class: activators. actives 0.14% (n = 230,000). AID 1471;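 note: % of control where 0% means no effect; nearly all actives have a fitted effect of over 45% in size; toxic huntingtin expression switched on by the ecdysone agonist tebufenozide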
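Cells were plated at 1500 per well in phenol red-free DMEM with 5% equine and 5% calf serum. Tebufenozide (100 nM final) and compounds were added, then ATPlite reagent, and luminescence was read.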
aGlu spleen mod: inhibitors or activators of human alpha-glucosidase in spleen homogenate; AID 2112; P10253; Potency, µM (titrated, usually from 79.9 µM), without a hit: at the top dose activity change, negative = inhibition, most hits filed as inhibitors; human spleen homogenate, 4-MU-alpha-glucoside fluorescence; actives 0.006% (n = 240,000);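 note: 0% = enzyme with vehicle and -100% = no enzyme basal signal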
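Compounds were titrated against alpha-glucosidase in spleen homogenate at pH 5.0, with 1 mM 4-methylumbelliferyl substrate for 40 min at 37 C. Reactions were quenched with pH 10 NaOH/glycine and fluorescence measured.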
GoLoco inh red: inhibitors of human Gai1-RGS12 GoLoco interaction (red fluorophore); actives 0.44% (n = 230,000); Potency, µM (series often up to 61.6 µM), for the others: at the highest dose activity, negative = inhibition, usual class: inhibitors; P63096; Gai1:RGS12 GoLoco peptide FP, rhodamine, 10 min; active = well fitted inhibition curve with a large enough effect, not every such curve was filed as active; inactive = no such curve, though single readings can be large or run the other way; note: % is set by controls: 0 for no effect and ±100 for the full control effect; nearly all actives have a fitted effect of over 30% in size; many of its hits are not listed in these tables
Target sequence (P63096 whole entry, looked up): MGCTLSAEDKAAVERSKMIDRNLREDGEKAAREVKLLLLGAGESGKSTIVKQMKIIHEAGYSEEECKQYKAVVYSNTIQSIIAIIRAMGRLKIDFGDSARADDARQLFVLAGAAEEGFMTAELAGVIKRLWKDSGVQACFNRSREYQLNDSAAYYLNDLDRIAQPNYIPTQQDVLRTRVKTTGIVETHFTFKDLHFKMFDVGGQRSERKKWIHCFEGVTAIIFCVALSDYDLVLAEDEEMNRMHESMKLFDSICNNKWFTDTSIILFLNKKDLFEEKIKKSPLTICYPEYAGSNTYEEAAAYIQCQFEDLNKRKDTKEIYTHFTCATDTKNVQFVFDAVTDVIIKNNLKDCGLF
GAA glycogen mod: alters human alpha-glucosidase cleavage of glycogen | recombinant GAA, glycogen substrate, Amplex Red glucose oxidase fluorescence | Potency, µM (top dose mostly 76.4 µM), without a hit: at the highest dose activity change, negative = inhibition, actives largely listed as inhibitors | actives 0.38% (n = 300,000);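 note: 0% = full enzyme reaction and -100% = no-enzyme basal signal; the screen sought inhibitors and activators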
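Recombinant enzyme (4 nM final) with compounds titrated up to 77 uM and bovine liver glycogen (30 ug) in citrate pH 5.0, 0.01% Tween-20, 37 C 40 min. Released glucose detected by Amplex Red/glucose oxidase (Ex 573/Em 610); AC50 from Hill fits.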
HTT aggregate: inhibitors of mutant huntingtin aggregate formation in PC12 cells. actives 1.1% (n = 220,000). PC12 HttQ103-GFP aggregates, Acumen cytometry, 40 h. Potency, µM (series often up to 46.1 µM), inactives show at the top dose activity change, negative = inhibition, actives largely listed as inhibitors; note: % is set by controls: 0 for no effect and ±100 for the full control effect; nearly all actives have a fitted effect of over 60% in size
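Huntingtin Q103 exon 1–GFP aggregates in induced PC12 cells (100 nM tebufenozide) were quantified by cytometry from lysates, with compounds dosed in titration.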
GAA inhib: inhibitors of human lysosomal alpha-glucosidase | actives 0.005% (n = 200,000) | purified human GAA, 4-MU-alpha-glucoside fluorescence | Potency, µM (highest dose often 76.9 µM), for the others: at the highest dose activity change, negative = inhibition, usual class: inhibitors | P10253;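 note: plate controls were uninhibited enzyme wells for no effect and no-enzyme background for full effect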
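Activity normalized between no-enzyme (basal) and enzyme-only wells. Conditions: 4 nM human enzyme, 400 uM fluorogenic substrate, citrate/phosphate pH 5.0 with Tween-20, 20 min room temperature, compounds up to 77 uM.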
* marks the source's active call; other numbers are inactive results; u = inconclusive; x = not tested or not shown; & = joins results of further samples; [ ] = another dose, or the depositor's remark. Unless noted, calls come from the whole dose curve; as a rule, active = well fitted curve in the direction sought with a large enough effect; inconclusive = small, poorly fitted or top-dose-only effect, or another doubt; inactive = no such curve, though single readings can be large; an effect the other way counts as inactive or inconclusive. Potency is the fitted concentration of half-maximal effect. An excerpt (hit frequency here may not be typical).

SMILES	IMPase Li cell	HTT cytoprotect	aGlu spleen mod	GoLoco inh red	GAA glycogen mod	HTT aggregate	GAA inhib
COCCCNC(=O)C12CCC(C)(C(=O)C1)C2(C)C (centres undefined)	20%[38.3 µM]	12%	-15%	0%	-2%	-12%	-1%
N#C/C(=N\Nc1ccccc1Cl)C(=O)c1ccccc1	29%[38.3 µM]	-93%[inhibitor]	-5%	9%	3%	u	-14%
N#Cc1ccc(CSc2nnc(NC(=O)c3ccc4ncsc4c3)s2)cc1	7.9µM*	-6%	u	90%[activator]	19%	5%	-11%
O=C(c1ccncc1)N1CCC[C@@]2(CCN(Cc3ccncc3)C2)C1	u	-4%	-6%	-11%	x	x	x
Cn1c(O)c(C=Nc2ccc(Br)cc2)sc1=O	-5%	x	12%	0%	2%	14%	-2%
O=c1c(Cl)c(NCc2ccc(F)cc2Cl)cnn1C12CC3CC(CC(C3)C1)C2	-1%	-28%[10 µM]	0%	11%	13%	-21%	-4%
N#CCCN1CCN(CCC#N)CC1	25%[38.3 µM]	1%	-8%	-6%	2%	-27%	-2%
COc1ccc2nc(/C=N/NC(=O)[C@H](C)NC(=O)OC(C)(C)C)ccc2c1	-2%	x	-4%	-6%	10%	-9%	14%
N#Cc1ccc(C23CC4(C2)[C@H](CN(Cc2ccc(C(F)(F)F)cc2)[C@@H]4c2ccccc2)C3c2ccccc2)cc1 (some centres undefined)	-7%	-30%[inhibitor]	-4%&-4%	10%&9%	-3%	u	x
C/C(CCc1ccc2c(c1)OCO2)=N\N=C1\NC(=O)CC(C(=O)Nc2ccccc2F)S1 (centres undefined)	-3%	u	-11%	3%	-24%	-20%	-6%
COc1cc(C(F)(F)F)c(C(=O)NCc2cccc(Cl)c2)cn1	x	1%[10 µM]	-1%	0%	-10%	9%[9.22 µM]	0%
COC(=O)c1ccc(/C=N/NC(=O)CC(=O)NCc2cccnc2)cc1	-2%	-1%	5%	4%	2%	9%	2%
COc1cc(C(=O)N2CCN(Cc3ccccc3C(F)(F)F)CC2)cc(OC)c1OC	20%[38.3 µM]	4%	2%	-6%	1%	14%	-2%
CNC(=O)Cc1csc2ccc(C)cc12	x	-2%[10 µM]	-3%	-12%	7%	-13%[9.22 µM]	x
CC(=O)Nc1nnc(Cc2ccccc2)s1	7%[38.3 µM]	-4%	-1%	5%	11%	8%	-3%
Cc1ccc(-c2nnn(CC(=O)N(CC(=O)NC(C)C)c3cnc4ccccc4c3)n2)o1	24%[38.3 µM]	-7%[10 µM]	0%	-8%	-1%	10%	-2%
CCOc1cc(C(=O)OCC(=O)Nc2ccc(Cl)cn2)ccc1OCC(=O)N1CCOCC1	0%	-16%[10 µM]	2%	8%	2%	9%	4%
Cc1nc(Cl)c(C(=O)NCCC(C)C)c(C)c1[N+](=O)[O-]	2%	15%[10 µM]	-12%	-4%	-2%	9%	-5%
CCn1c(/C=C/c2ccccc2)nc2ccccc2c1=O	15%	9%[10 µM]	-3%	11%	-3%	20%[9.22 µM]	-18%[15.4 µM]
COCC(=O)NC(c1ccccc1)c1ccccc1	11%[38.3 µM]	-19%[0.074 µM]	-4%	-2%	5%	-9%	1%
CCOC(=O)C1(CCOc2ccccc2)CCN(C(=O)c2cncs2)CC1	5%	-10%	-8%	3%	-3%	-13%	5%
CCN(CC)S(=O)(=O)c1ccc(C(=O)Nc2ccc3c(c2)OCO3)cc1	-3%	-6%	4%	11%	-19%	4%	-4%
CN(Cc1ccccc1)C(=O)c1nc2ccccn2c1CNCCn1cccn1	26%	-34%	14%	-48%	10%	8%	0%
Nc1cc(N)nc(SCc2nnnn2-c2ccc(Cl)cc2)n1	-5%	9%[10 µM]	1%	0%	-1%	16%	-4%
O=C(NC(=S)Nc1ccccc1N1CCCC1)c1cccs1	x	12%[10 µM]	6%	9%	u	21%[9.22 µM]	x
COc1ccc2c(c1)C(C)CC(C)(C)N2C(=O)CSc1nc2ccccc2s1 (centres undefined)	19%[38.3 µM]	-37%	1%	-3%	-2%	-11%	-9%
COc1ccc(C(=O)N/C(=C\c2ccc3c(c2)OCO3)C(=O)Nc2cccc(C(=O)O)c2)cc1	1%	1%[10 µM]	-12%	6%	-13%	0%	4%
c1coc(-c2nc3c([nH]2)CCc2nonc2-3)c1	36%[activator][38.3 µM]	7%	-1%	4%	1%	12%	-1%
CCNc1nc(Oc2ccc(OC)cc2)cc(C(F)(F)F)n1	18%	37%[10 µM]	-4%	8%	-10%	-11%	2%
CCOc1ccc(C(C)=O)cc1CN1C(=O)C(=O)N(CC)C1=O	-6%	-41%[inhibitor]	2%	1%	4%	24%	7%

Complete entries, looked up by structure.
O=C(NC(=S)Nc1ccccc1N1CCCC1)c1cccs1 is entered as IMPase Li cell = x; HTT cytoprotect = 12%[10 µM]; aGlu spleen mod = 6%; GoLoco inh red = 9%; GAA glycogen mod = u; HTT aggregate = 21%[9.22 µM]; GAA inhib = x
COc1ccc2c(c1)C(C)CC(C)(C)N2C(=O)CSc1nc2ccccc2s1 (centres undefined) is entered as IMPase Li cell = 19%[38.3 µM]; HTT cytoprotect = -37%; aGlu spleen mod = 1%; GoLoco inh red = -3%; GAA glycogen mod = -2%; HTT aggregate = -11%; GAA inhib = -9%
COc1ccc(C(=O)N/C(=C\c2ccc3c(c2)OCO3)C(=O)Nc2cccc(C(=O)O)c2)cc1 is entered as IMPase Li cell = 1%; HTT cytoprotect = 1%[10 µM]; aGlu spleen mod = -12%; GoLoco inh red = 6%; GAA glycogen mod = -13%; HTT aggregate = 0%; GAA inhib = 4%

The list continues:
SMILES	IMPase Li cell	HTT cytoprotect	aGlu spleen mod	GoLoco inh red	GAA glycogen mod	HTT aggregate	GAA inhib
CCC(C)(C(=O)Nc1ccccc1C)N(C(=O)CNC(C)=O)c1ccc(C)cc1 (centres undefined)	-10%	x	-5%	-2%	-3%	-2%	-4%
Cc1ccc(S(=O)(=O)N(C)c2ccc(OCC(=O)O)cc2)cc1	31%[activator][38.3 µM]	12%	-8%	-9%	6%	15%	-5%
COc1ccc(NC(=O)Cn2cnc3sc(C)c(S(=O)(=O)N4CCOCC4)c3c2=O)c(OC)c1	-8%	-3%	-1%	6%	4%	-12%	-1%
CCN(CC)S(=O)(=O)c1ccc(N/N=C/c2cc(OC)c(OC)cc2OC)nc1	2%	x	3%	7%	-6%	9%	u
Cc1cc(/C=C2/C(=O)N(C)C(=S)N2C)ccc1N1CCCC1	28%	-37%[inhibitor]	-5%	173%[activator]	12%	-9%	-2%
COc1ccc(-n2cnc3c(sc4nccc(N(C)C)c43)c2=O)cc1	12%[38.3 µM]	-1%	-4%	-2%	10%	u	-2%
CCOCCCNC(=O)C(NC(=O)c1ccc(NC(C)=O)cc1)c1ccc(C)cc1 (centres undefined)	-2%	17%[10 µM]	0%	1%	3%	-2%	8%
CC1(C)NC(=O)N(CC(O)CN2C(=O)CCC2=O)C1=O (centres undefined)	18%[38.3 µM]	4%[10 µM]	2%	13%	-1%	-16%	-1%
COc1cc2cc3c(N)c(C(=O)Nc4sc(C)c(C)c4C#N)sc3nc2cc1OC	-15%[38.3 µM]	-16%	-9%	76%[activator]	15%	11%	-7%
Cc1ccnc(NC(=O)/C=C/c2ccccc2Cl)c1	5%	-10%[10 µM]	3%	-12%	-1%	-4%	-4%
Cc1nnsc1-c1c(C(=O)O)c(C)nn1-c1ccc(OC(F)(F)F)cc1	x	6%[10 µM]	-1%	5%	5%	-3%[9.22 µM]	-5%
CCOc1cc(NC(=O)c2ccccn2)c(OCC)cc1NC(=O)c1ccc(C)cc1	15%	12%[10 µM]	3%	21%	15%	-14%[9.22 µM]	u
Cc1ccc(S(=O)(=O)C2(C(=O)Nc3ccc(C(C)C)cc3)CC2)cc1	4%	-38%[inhibitor]	13%	-3%	2%	-14%	-7%
COc1ccc(CNC(=O)[C@H]2C[C@@H]2[C@H](NP(=O)(c2ccccc2)c2ccccc2)c2ccccc2)cc1OC	7%	-8%	-7%	-1%	x	x	x
O=c1oc2cc(O)c(Cl)cc2c2ccccc12	7.1µM*	36%[10 µM]	-6%	1%	1%	-18%	0%
CCOc1ccc(NC(=O)CN(C2CCCCC2)S(C)(=O)=O)cc1	10%[38.3 µM]	-2%	-2%	-6%	5%	15%[9.22 µM]	0%
CCOC(=O)c1c(-c2ccccc2)n(C)c2ccc(O)cc12	8%[38.3 µM]	-1%	1%	8%	u	-14%	-1%
Cc1nc(NCCCN2CCOCC2)c2oc3ccccc3c2n1	-16%[38.3 µM]	2%	4%	13%	-4%	-22%	-11%[15.4 µM]
CCOC(=O)c1oc2cc(OCC(=O)OC)ccc2c(=O)c1-c1ccc(OC)c(OC)c1	x	-2%[10 µM]	3%	-2%	0%	-7%[9.22 µM]	x
COc1ccc(C(C(C(=O)c2ccco2)N2CCOCC2)N2CCOCC2)cc1 (centres undefined)	26%[38.3 µM]	13%[10 µM]	1%	7%	-6%	-13%	10%
COc1ccc(CCN2CC(C(=O)NCCc3ccccc3)CC2=O)cc1OC (centres undefined)	-5%	4%	-9%	-17%	2%	-10%	-1%
C1CCC(C23CC4CC(CC(C4)C2)C3)NC1 (centres undefined)	-3%	34%[10 µM]	-3%	-7%	6%	-1%	2%
CCOc1ccccc1NC(=O)C1CCC(CNc2c(N3CCOCC3)c(=O)c2=O)CC1 (centres undefined)	7%	-12%	-5%	3%	-3%	-12%	8%
Cc1cccc(OCC(O)CN2C(C)(C)CC(O)CC2(C)C)c1C (centres undefined)	20%[38.3 µM]	1%	-2%	-6%	2%	25%	-5%
CCCNC(=S)N1CCN(C)CC1	-8%	32%[10 µM]	-4%	5%	1%	-3%	-2%
COc1ccc(-c2c(O)c3c(OC)c4c(cc3oc2=O)OC(C)(C)CC4)cc1	1%	x	13%	0%	x	x	x
COc1ccc(CCNc2cc(N3CCN(C(=O)c4ccccc4F)CC3)ccc2[N+](=O)[O-])cc1OC	-3%[38.3 µM]	-43%[inhibitor]	3%	-12%	-3%	4µM*	-11%
COC(=O)c1nn(-c2ccccc2)c(Cl)c1/C=N/OCc1ccc(C)cc1	12%[38.3 µM]	-24%	-12%	5%	-7%	-1%	u
O=C1Nc2ccc(NS(=O)(=O)c3cccs3)c3cccc1c23	11%[38.3 µM]	-29%	8%	27%	-22%	2%	3%
O=C(NCCCN1CCN(Cc2ccccc2)CC1)C1CCN(S(=O)(=O)N2CCC3(CC2)OCCO3)CC1	8%	u	8%	-5%	5%	-26%	-1%
CCOC(=O)c1cc2oc(C(c3nnnn3C3CCCCC3)N3CCOCC3)cc2[nH]1 (centres undefined)	7%	5%[10 µM]	-16%	-4%	-2%	22%	-4%
